OX1R antag – OX1R (human) antagonism. O43613. OX1R-expressing cells, FRET antagonist read-out. inhibition, % at 6.6 µM. actives 1.8% (n = 330,000); in the data active means inhibition mostly above about 38%, no sharp cut-off; inactive means mostly below about 40%;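 further: 0% = agonist challenge alone and 100% = reference antagonist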
Target sequence (O43613 whole entry, looked up): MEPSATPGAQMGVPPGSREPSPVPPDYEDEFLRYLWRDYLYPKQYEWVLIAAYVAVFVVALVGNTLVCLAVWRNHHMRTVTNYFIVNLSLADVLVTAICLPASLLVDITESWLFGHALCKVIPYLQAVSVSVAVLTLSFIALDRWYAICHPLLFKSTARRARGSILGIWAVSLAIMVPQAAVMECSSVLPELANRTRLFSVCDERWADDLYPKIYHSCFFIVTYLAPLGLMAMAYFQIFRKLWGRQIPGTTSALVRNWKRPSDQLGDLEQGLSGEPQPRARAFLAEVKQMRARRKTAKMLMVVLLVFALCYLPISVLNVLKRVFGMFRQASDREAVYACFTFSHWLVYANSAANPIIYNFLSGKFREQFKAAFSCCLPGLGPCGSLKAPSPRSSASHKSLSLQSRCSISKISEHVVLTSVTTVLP
STK33 inh – inhibitors of human STK33 kinase. inhibition, % at 10 µM. purified STK33, MBP phosphorylation, ADP-Glo luminescence. actives 0.073% (n = 320,000). Q9BYT3;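 active means inhibition at or above 25%, using the most active replicate where run in duplicate; inactive means inhibition below 25%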
Target sequence (Q9BYT3 whole entry, looked up): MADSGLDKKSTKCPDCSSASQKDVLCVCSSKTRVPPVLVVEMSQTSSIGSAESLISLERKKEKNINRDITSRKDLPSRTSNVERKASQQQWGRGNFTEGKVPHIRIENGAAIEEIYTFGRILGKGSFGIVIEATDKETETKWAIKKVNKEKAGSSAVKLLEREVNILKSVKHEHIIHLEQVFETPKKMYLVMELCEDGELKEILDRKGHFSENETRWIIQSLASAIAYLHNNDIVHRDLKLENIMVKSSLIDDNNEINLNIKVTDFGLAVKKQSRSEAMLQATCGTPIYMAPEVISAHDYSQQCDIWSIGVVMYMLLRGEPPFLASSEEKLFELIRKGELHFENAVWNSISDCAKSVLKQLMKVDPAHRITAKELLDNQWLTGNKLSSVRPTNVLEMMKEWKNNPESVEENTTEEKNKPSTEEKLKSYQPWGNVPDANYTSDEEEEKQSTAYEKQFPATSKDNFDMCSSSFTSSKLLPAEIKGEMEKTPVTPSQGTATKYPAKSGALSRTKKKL
* hit, by the source's call; . = no result given.

SMILES	OX1R antag	STK33 inh
Cc1ccc(N/N=C(\C#N)C(N)=S)cc1C	32	-1.5
O=C(NC(Cc1ccccc1)C(=O)O)/C(=C/c1ccc(Cl)cc1)NC(=O)c1ccco1 (stereo unspecified)	25	-0.5
COc1ccc(C(=O)NCC(=O)N/N=C/C(C)=C/c2ccccc2)cc1OC	14	-0.7
O=C(NNc1c(Cl)cccc1Cl)c1cccs1	4	0.1
CN1CCN(Cc2ccc(-c3ccc(Cl)cc3)o2)CC1	-2	0.3
Cc1cc(C)c(NC(=O)C2CSCCS2)c(C)c1 (stereo unspecified)	-5	-0.8
Cc1nc(Nc2cccc(O)c2)c2oc3ccccc3c2n1	.	15
CN1CCN(c2ccc(CNC(=O)c3ccco3)cc2)CC1	6	-1.4
COc1ccc(S(=O)(=O)N2CCN(Cc3cccs3)CC2)cc1OC	4	-1.1
CC(=O)OC(C(=O)NC1CCCCC1)c1ccccc1Cl (stereo unspecified)	9	-1.4
C#CCNC(=O)C1=C[C@H](c2coc3ccccc3c2=O)C[C@H](OCc2ccc(CO)cc2)O1	15	-2.4
O=C(COC(=O)c1cnc(Cl)c(Cl)c1)NC1CCCCCC1	6	.
COc1ccc(C(C)=O)cc1CSc1ncccn1	26	-1.9
COc1ccc(S(=O)(=O)NCc2ccc3c(c2)OCO3)cc1OC	21	-1.6
COc1ccc([N+](=O)[O-])cc1NC(C)C	22	0.6
COc1ccnc(CS(=O)c2nc3cc(OC(F)F)ccc3[nH]2)c1OC (stereo unspecified)	10	-1.2
Cc1c(OCC(=O)NC(Cc2ccc(Cl)cc2)C(=O)O)ccc2c3c(c(=O)oc12)CCC3 (stereo unspecified)	1	-0.3
CCS(=O)(=O)N1Cc2ccccc2CC1C(=O)Nc1cccc(OC)c1 (stereo unspecified)	-5	-0.3
O=C(C1CCCN(c2nnc(-n3cccc3)s2)C1)N1CCN(c2ccccc2)CC1 (stereo unspecified)	18	-1.0
CN(C(=O)C1CCC(=O)N(Cc2cccc(F)c2)C1)C1CCCCC1 (stereo unspecified)	20	-0.4
COc1ccc(Cn2cnc([N+](=O)[O-])c2)cc1[N+](=O)[O-]	17	-1.9
N=c1n(CC(=O)c2cccc([N+](=O)[O-])c2)c2ccccc2n1Cc1ccccc1	38	-1.3
CCOc1ccccc1NC(=S)N(CCCN1CCOCC1)Cc1cn(C)c2ccccc12	7	0.2
Cc1noc(C)c1C(=O)N1CCN(c2ncccn2)CC1	17	4.2
CCC(=O)NNc1nc2c(F)cccc2s1	7	-1.1
CC(=O)c1ccc(N2CCN(C(=O)c3ccco3)CC2)c(F)c1	10	-0.3
COc1ccc(C2CC(c3cccc(OC)c3)n3nc(N)nc3N2)cc1 (stereo unspecified)	6	-0.8
CS(=O)(=O)c1ccc(Cl)c(NC(=O)C2CCCN(C(=O)c3ccc(Cl)cc3)C2)c1 (stereo unspecified)	13	-0.1
CCOc1ccc(C(=O)NCC(=O)NNC(=O)C2COc3ccccc3O2)cc1OCC (stereo unspecified)	18	0.1
CC(=O)C1=C(c2ccccc2)N(C(C)=O)n2c(C)nnc2S1	15	0.4
CC(=O)NCCC(=O)Nc1cccc(S(=O)(=O)N(C)c2ccccc2)c1	17	-1.3
COc1ccccc1C(=O)NC1CC2CCC(C1)N2Cc1ccccc1 (stereo unspecified)	14	0.3
CCCC(=O)Oc1ccc(C2NC(=O)c3ccccc3O2)cc1 (stereo unspecified)	3	-0.5
CN(C)S(=O)(=O)N(CC(=O)N1CCC(Cc2ccccc2)CC1)c1ccccc1	28	0.2
COCCN(C(=O)Cn1nnc2ccccc21)C(C(=O)NC1CCCC1)c1ccc(OC)cc1OC (stereo unspecified)	5	-1.4
C=CCn1c(N)cc(=O)nc1SCC(=O)Nc1cccc2ccccc12	6	-0.1
Cc1ccc(CNC(=O)c2ccccc2N(C)S(C)(=O)=O)cc1	18	1.9
c1ccc(-c2onc3cc4c(cc23)OCCO4)cc1	25	0.7
CC(=O)Oc1ccccc1N1C(=O)c2ccc(C(=O)O)cc2C1=O	17	-1.7
CC(C)c1ccc(C2NC(=S)NC3=C2C(=O)CC(C)(C)C3)cc1 (stereo unspecified)	28	0.3
CC(=NCCc1c(C)[nH]c2ccc(C)cc12)C1=C(O)CC(c2ccccc2)CC1=O (stereo unspecified)	17	-1.1
Cc1cc(NC(=O)CSC2=NCCS2)no1	14	-2.4
NS(=O)(=O)c1ccc(CCNC(=O)c2cncc(Br)c2)cc1	7	0.0
Nc1c(/C=C2/C=CC(=O)C(O)=C2)c(=O)nc2sc(CC(=O)N3CCCC3)nn12	4	-1.2
CCOC(=O)C/C(C)=N\Nc1nc(-c2ccccc2)cs1	4	-2.5
CCn1c(CNC(=O)c2ccccc2F)cc2ccccc21	19	0.3
CC(C)NC(=O)N(C)C[C@H]1Oc2ccc(NC(=O)Nc3ccc(C(F)(F)F)cc3)cc2C(=O)N([C@H](C)CO)C[C@@H]1C	-2	-0.7
CC12CC3CC(C)(C1)CC(CN1CCOCC1)(C3)C2	2	-1.0
O=C(CSc1cn(CCNC(=O)c2cccs2)c2ccccc12)NC1CCCCC1	41*	-1.2
CCn1c(C)c(C)c2cc(C(=O)NCCN3CCOCC3)ccc21	15	-0.6
Cc1cc(C=O)c(C)n1-c1ccc(N2CCCC2)c([N+](=O)[O-])c1	-4	-0.5
Cc1sc2ncn(CC(=O)N3CCN(c4ccccc4F)CC3)c(=O)c2c1S(=O)(=O)N1CCOCC1	25	-0.9
C=CCn1c(SCc2ccccc2)nc(O)cc1=O	10	-1.3
CC(NS(=O)(=O)c1cccc(Cl)c1)C(=O)Nc1ccc(-c2nc3ccccc3s2)cc1 (stereo unspecified)	55	-1.0
Cc1cc([N+](=O)[O-])nn1CC(=O)NNC(=S)Nc1ccc([N+](=O)[O-])cc1	13	0.2
CCC(C)NC(=O)CSc1nnc(-c2cc(OC)c(OC)c(OC)c2)c(-c2cc(OC)c(OC)c(OC)c2)n1 (stereo unspecified)	10	-0.8
O=C(Nc1nc(-c2ccc(F)c(F)c2)cs1)c1cnccn1	9	-0.7
CCOC(=O)C(C)Sc1ncc(OC)c(Sc2ccc(Cl)cc2)n1 (stereo unspecified)	14	-0.7
CN(C)S(=O)(=O)c1ccc(NC(=O)CN2CCOCC2)cc1	20	-1.5
O=C(c1ccc(N2CCCCCC2)c([N+](=O)[O-])c1)N1CCc2ccccc21	8	.

Next section; the last 4 above are carried over.
SMILES	OX1R antag	STK33 inh
O=C(Nc1nc(-c2ccc(F)c(F)c2)cs1)c1cnccn1	9	-0.7
CCOC(=O)C(C)Sc1ncc(OC)c(Sc2ccc(Cl)cc2)n1 (stereo unspecified)	14	-0.7
CN(C)S(=O)(=O)c1ccc(NC(=O)CN2CCOCC2)cc1	20	-1.5
O=C(c1ccc(N2CCCCCC2)c([N+](=O)[O-])c1)N1CCc2ccccc21	8	.
Cc1ccc(S(=O)(=O)N(C)/N=C/c2ccc(N(C)C)cc2)cc1	-1	0.2
N#Cc1ccccc1S(=O)(=O)N1CCN(C(=O)c2cn(-c3ccccc3)nc2-c2cccnc2)CC1	2	-0.7
O=C(/C=C/c1ccc2c(c1)OCO2)Nc1nc(-c2ccc(F)cc2F)cs1	26	3.8
CN(Cc1ccccc1)C(=O)c1ncn(Cc2ccccc2)c1C(=O)N(C)Cc1ccccc1	24	0.7
Cn1c(=O)c2c(ncn2CC(=O)Nc2ccc(N3CCOCC3)cc2)n(C)c1=O	7	-0.3
CCCN(c1ccc(C)cc1)c1nc(=O)c2cccnc2s1	7	-0.9
CCc1ccc(NC(=O)CSCCO)cc1	5	0.4
COCCCNC(=O)CS(=O)Cc1nc(-c2cccc(OC)c2)oc1C (stereo unspecified)	4	-3.2
Cc1snc(S(=O)(=O)/C(C#N)=N\Nc2ccccc2)c1C#N	13	-0.5
Cc1cccc(C(=O)O/N=C2\CCS(=O)(=O)c3sccc32)c1	4	0.6
CN1C(=C2C(=O)OC(C)(C)OC2=O)Sc2ccccc21	5	-0.6
Cc1ccccc1NC(=O)C1CCN(S(=O)(=O)c2cccc3nonc23)CC1	19	0.1
O=C(NC12CC3CC(CC(C3)C1)C2)N1CCN(C(=O)C2CCCO2)CC1 (stereo unspecified)	1	-0.2
COc1ccc(CNC(=O)c2c(O)c3ccccc3n(C)c2=O)cc1OC	11	-1.0
COC(=O)CC1C(=O)NCCN1C(=O)Nc1ccccc1 (stereo unspecified)	2	-1.4
Cc1cc(OC(C)C)nc(-c2ccccc2O)n1	8	-0.1
CCCCOC(=O)C1=C(C)Nc2ncnn2C1c1cccc(OC)c1 (stereo unspecified)	18	-0.6
Cc1ccc(C(=O)N/N=C\c2ccc([N+](=O)[O-])s2)cn1	53	-1.7
COc1ccc(C(C)=O)c2c(O)cccc12	61	0.8
O=C1N[C@@H](Cc2c[nH]c3ccccc23)COC(=O)[C@@H](Cc2ccc(F)cc2)CC/C=C/C[C@@H]1CC(=O)N(CCO)Cc1ccccc1	-2	.
CC(C)n1c(SCC(N)=O)nc2c1c(=O)n(C)c(=O)n2C	14	0.5
COc1ccc(NCC(=O)N/N=C/C2CCCCC2)cc1	6	0.1
COC(=O)CSc1nc2c(c(=O)n(C)c(=O)n2C)n1CCC(C)C	12	-1.5
COCCC1CCCCN1C(=O)c1ccc(OC2CCN(C(C)=O)CC2)c(OC)c1 (stereo unspecified)	7	.
O=C(NC(=S)Nc1ccc(Cc2ccncc2)cc1)c1ccccc1	12	-2.1
CCOC(=O)CS(=O)(=O)c1nc(-c2ccccc2)cc(C(F)(F)F)n1	49	1.5
CCN1C(=O)[C@@H]2[C@@H](c3ccc(-c4ccc5c(c4)OCO5)c(OC)c3)N3CCC[C@@]3(C(=O)OC)[C@@H]2C1=O	14	-0.1
CCNNC(=O)C(O)(Cc1ccccc1)Cc1ccccc1	20	-0.2
O=C(CCC(=O)NC1CCCCC1)Nc1cccnc1	-11	0.1
O=C(CNC(=O)Cn1cnc2sc3c(c2c1=O)CCCC3)NCc1ccccn1	16	-0.6
COCCN1C=C(C(=O)OC)C(c2cc(Br)c(OC)c(OC)c2)C(C(=O)OC)=C1	24	-0.3
COc1ccc2ccccc2c1/C=N/N1C(=O)CSC1=S	29	1.3
CC(C)OCCCN(C)C1CCN(S(=O)(=O)c2csc(C(N)=O)c2)CC1	12	-0.8
O=C(C(=C1NCCN1)n1cncn1)c1ccccc1	8	-0.3
O=C(NC(=S)NC(CO)c1ccccc1)c1ccc(F)cc1 (stereo unspecified)	4	-0.1
O=C(Nc1ccc2nc3n(c(=O)c2c1)CCCCC3)c1ccccc1Cl	11	-0.5
CN(C)S(=O)(=O)c1cccc(C(=O)NCC2CCCCC2)c1	6	0.1
CSCC[C@H](NC(=O)COc1ccc(Cl)cc1)C(=O)N1CCC2(CC1)NCCc1[nH]cnc12	-4	-0.8
CC(=O)NC12CC3CC(C1)CC(C(=O)NCC(=O)Nc1c(C)cc(C)cc1C)(C3)C2	2	-0.7
Cc1ccccc1Nc1scc(-c2ccc(Br)cc2)[n+]1-c1ccccc1C	18	0.6
Cn1c(N/N=C\c2cccc(O)c2)cc(=O)n(C)c1=O	11	-0.1
Cc1cc(NC(=O)CCN2C(=O)C3C4C=CC(C4)C3C2=O)ccc1Br (stereo unspecified)	3	-1.0
COC(=O)Nc1sc(C)nc1-c1ccccc1	8	-2.0
CCc1ccc(NC(=O)CSc2nc3nc(C)cc(C)n3n2)cc1	8	-2.9
C=CCn1c(Cc2cccs2)nnc1SCC(=O)Nc1cccc(OC)c1	9	-0.7
Cc1onc(-c2c(Cl)cccc2Cl)c1C(=O)N1CCOCC1	5	-0.4
OC(CN(c1ccccc1)c1ccccc1)Cn1cnc2ccccc21 (stereo unspecified)	29	0.0
Cc1ccc(/C=C/C(=O)c2c(C)cc(C)[nH]c2=O)cc1	20	.
COc1ccc2c(c1)cc1c(=O)n(CC(=O)NC(C)CCc3ccccc3)nc(C)n12 (stereo unspecified)	10	-0.8
Cc1ccc(NC(=O)c2ccc(CSc3nccc(C)n3)cc2)cc1	33	0.3
COc1ccccc1-c1nc(N)n[nH]1	11	2.4
Cc1ccc2cccc(OCC(=O)Nc3cccc(S(=O)(=O)N4CCCC4)c3)c2n1	19	1.1
CC(C)CCc1c(O)nc(SCC(=O)N2CCCCCC2)[nH]c1=O	11	-1.0
CCS(=O)(=O)c1nc(S(=O)(=O)c2ccc(C)cc2)c(NCCCN2CCOCC2)s1	19	-0.8
CCOc1ccc(CCNc2nc3ccccc3n3c(C)nnc23)cc1OCC	6	-0.5
O=c1c(O)c(-c2ccc(O)cc2)oc2cc(O)cc(O)c12	23	4.5
N=C1C(c2nc3ccccc3s2)=C(O)CN1C1CCCCC1	5	0.0

Entries listed so far that contain two or more sulfur atoms (13):
SMILES	OX1R antag	STK33 inh
Cc1cc(C)c(NC(=O)C2CSCCS2)c(C)c1 (stereo unspecified)	-5	-0.8
COc1ccc(S(=O)(=O)N2CCN(Cc3cccs3)CC2)cc1OC	4	-1.1
Cc1cc(NC(=O)CSC2=NCCS2)no1	14	-2.4
O=C(CSc1cn(CCNC(=O)c2cccs2)c2ccccc12)NC1CCCCC1	41*	-1.2
Cc1sc2ncn(CC(=O)N3CCN(c4ccccc4F)CC3)c(=O)c2c1S(=O)(=O)N1CCOCC1	25	-0.9
CC(NS(=O)(=O)c1cccc(Cl)c1)C(=O)Nc1ccc(-c2nc3ccccc3s2)cc1 (stereo unspecified)	55	-1.0
CCOC(=O)C(C)Sc1ncc(OC)c(Sc2ccc(Cl)cc2)n1 (stereo unspecified)	14	-0.7
Cc1snc(S(=O)(=O)/C(C#N)=N\Nc2ccccc2)c1C#N	13	-0.5
Cc1cccc(C(=O)O/N=C2\CCS(=O)(=O)c3sccc32)c1	4	0.6
COc1ccc2ccccc2c1/C=N/N1C(=O)CSC1=S	29	1.3
CC(C)OCCCN(C)C1CCN(S(=O)(=O)c2csc(C(N)=O)c2)CC1	12	-0.8
C=CCn1c(Cc2cccs2)nnc1SCC(=O)Nc1cccc(OC)c1	9	-0.7
CCS(=O)(=O)c1nc(S(=O)(=O)c2ccc(C)cc2)c(NCCCN2CCOCC2)s1	19	-0.8
